EPAC1 antagonist: antagonists of human EPAC1; EPAC1 GEF assay, Rap1b-BODIPY-GDP exchange fluorescence; 360,000 compounds, 0.14% hits; AID 720709; O95398; Potency, µM (highest dose often 115 µM), for inactives: at the top dose activity change, negative = inhibition, hits mostly inhibitors;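 note: potency is the fitted concentration of half-maximal effect; plate controls were vehicle for no effect and positive control for full effect; nearly all actives have a fitted effect of over 50% in size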
Target sequence (O95398 whole entry, looked up): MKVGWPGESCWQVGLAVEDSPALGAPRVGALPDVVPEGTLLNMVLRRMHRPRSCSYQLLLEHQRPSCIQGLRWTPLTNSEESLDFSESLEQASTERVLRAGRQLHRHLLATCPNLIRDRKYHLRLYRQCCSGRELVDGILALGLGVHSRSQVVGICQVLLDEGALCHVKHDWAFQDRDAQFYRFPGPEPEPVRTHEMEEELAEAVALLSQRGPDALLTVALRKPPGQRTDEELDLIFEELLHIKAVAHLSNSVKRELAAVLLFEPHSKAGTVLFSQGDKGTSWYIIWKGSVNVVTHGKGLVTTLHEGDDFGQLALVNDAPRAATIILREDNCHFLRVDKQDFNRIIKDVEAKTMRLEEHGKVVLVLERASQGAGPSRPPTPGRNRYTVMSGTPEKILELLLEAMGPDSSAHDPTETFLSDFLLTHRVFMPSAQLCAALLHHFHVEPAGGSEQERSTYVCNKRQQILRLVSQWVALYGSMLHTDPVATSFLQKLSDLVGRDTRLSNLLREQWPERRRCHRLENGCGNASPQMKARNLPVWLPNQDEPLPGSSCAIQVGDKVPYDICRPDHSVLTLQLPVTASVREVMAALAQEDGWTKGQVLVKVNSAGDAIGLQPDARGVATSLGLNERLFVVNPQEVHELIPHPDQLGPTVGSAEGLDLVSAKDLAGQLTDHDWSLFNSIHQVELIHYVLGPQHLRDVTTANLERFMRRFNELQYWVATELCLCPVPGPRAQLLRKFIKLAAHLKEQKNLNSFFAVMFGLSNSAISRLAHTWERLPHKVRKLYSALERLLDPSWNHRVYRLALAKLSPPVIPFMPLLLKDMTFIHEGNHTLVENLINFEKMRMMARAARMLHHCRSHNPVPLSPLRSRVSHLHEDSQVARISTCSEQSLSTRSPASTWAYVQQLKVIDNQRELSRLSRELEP
PI5P4K alpha inh: PI5P4K alpha (human) kinase inhibition; P48426; PI5P4Kalpha enzyme, ADP-Glo luminescence, 60 min; hits give low values; max response, %; 330,000 compounds, 1.2% hits; AID 652105; active = max response of -50% or lower; inconclusive = between -30% and -50%; inactive = -30% or higher; note: value at the top dose of about 77 µM; % is set by controls: 0 for no effect and ±100 for the full control effect
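Single end-point luminescence (ADP-Glo) quantified ADP from PI5P4Kalpha turnover; ATP 5 microM final, 1 h at RT, 0.1% CHAPS and 0.28 mM EGTA in HEPES pH 7.4.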
Abeta rescue: restores growth of yeast expressing A-beta42 peptide. Potency, µM (titrated, usually from 46.1 µM), for the others: top-dose growth rescue, most hits filed as activators. yeast expressing A-beta42, growth rescue, OD600, 48 h; response scale: 0% DMSO, 100% iron-clioquinol control. 410,000 compounds, 0.063% hits. AID 1347071; note: potency is the fitted concentration of half-maximal effect; nearly all actives have a fitted effect of over 55% in size
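Growth rescue measured by 600 nm absorbance after 48 h yeast culture at 30 C with compound. Values normalized between DMSO and an equimolar ferric chloride plus clioquinol control.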
PLK1 PBD block: blocks phosphopeptide binding to human PLK1 polo-box domain; P53350; 360,000 compounds, 2.8% hits; AID 720504; Potency, µM, for inactives: max response, negative = inhibition, usual class: inhibitors; Plk1 PBD binding of FITC phosphopeptide, fluorescence polarization; note: potency is the fitted concentration of half-maximal effect; series mostly up to about 57 µM; % is set by controls: 0 for no effect and ±100 for the full control effect; nearly all actives have a fitted effect of over 65% in size
IL2 activator: IL-2 activation | 360,000 compounds, 0.065% hits | IL-2 activation reporter assay, cell-based qHTS; stimulated with anti-CD3/CD4/CD28 beads; in transgenic mouse T cells | activation, % (series mostly up to about 46 µM); in the data active = activation above about 50%; inconclusive = mostly about 30% to 49%; note: 0% is about no effect
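First, unstimulated transgenic mouse T cells were exposed to compound for 60 min. Next, anti-CD3/anti-CD4-coated beads with anti-CD28 were added. Finally, after 18 h at 37 degrees C, EGFP and DsRed were imaged.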
WRN inhibitor: WRN helicase (human) inhibition; Q14191; WRN helicase unwinding, fluorescent forked duplex, kinetic; Potency, µM (top dose mostly 114 µM), without a hit: at the top dose activity change, negative = inhibition, most hits filed as inhibitors; 360,000 compounds, 0.46% hits; note: potency is the fitted concentration of half-maximal effect; % is set by controls: 0 for no effect and ±100 for the full control effect; nearly all actives have a fitted effect of over 55% in size
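Kinetic red-fluorescence monitoring (525/598 nm) tracks WRN helicase activity after 100 nM fluorophore-quencher forked duplex and 2 mM ATP are added to 20 nM enzyme pretreated 15 min at room temperature with compound.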
FUS yeast rescue: FUS proteinopathy suppression in yeast; Potency, µM (top dose mostly 76.6 µM), inactives show at the highest dose growth rescue (activation), actives largely listed as activators; S. cerevisiae FUS-expressing, growth rescue, OD600, 24 h; 390,000 compounds, 0.24% hits;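 note: potency is the fitted concentration of half-maximal effect; plate controls were DMSO vehicle for no effect and reference control for full effect; nearly all actives have a fitted effect of over 55% in size; some results filed as inactive show a strong effect at the top dose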
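Read-out: OD at 600 nm after 24hr at 30C, reporting rescue of FUS-induced yeast toxicity. Cells at OD 0.005 in galactose (2%) minimal medium; compounds tested in a dilution series; CP55940 titration from 92uM final as control.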
EPAC1 agonist: activates human EPAC1 exchange factor; 360,000 compounds, 0.073% hits; Potency, µM (top dose mostly 154 µM), for the others: at the highest dose activation, most hits filed as activators; O95398; AID 720707; EPAC1 agonist qHTS, biochemical assay; response scale: 100% = response to 6.5 mM cAMP; note: potency is the fitted concentration of half-maximal effect; nearly all actives have a fitted effect of over 60% in size
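Nucleotide exchange by EPAC1 (100 nM) on Rap1B–BODIPY-GDP (250 nM) in the presence of 50 uM GDP is tracked fluorescently at 480/540 nm over 30 min. Signals are normalized to a 6.5 mM cAMP control.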
* hit, by the source's call; [ ] = another dose, or the depositor's remark. Unless noted, calls come from the whole dose curve; as a rule, active = well fitted curve in the direction sought with a large enough effect; inconclusive = small, poorly fitted or top-dose-only effect, or another doubt; inactive = no such curve, though single readings can be large; an effect the other way counts as inactive or inconclusive. Not a hit list; about 4.1% have a hit in one of these screens.

How did CCn1cc(C(=O)NCc2cccc(C(F)(F)F)c2)c(=O)c2ccc(C)nc21 do in these assays?
EPAC1 antagonist: -3%; PI5P4K alpha inh: 0; Abeta rescue: 11%; PLK1 PBD block: 1%; IL2 activator: -4.5; WRN inhibitor: -10%; FUS yeast rescue: -17%; EPAC1 agonist: 4%

Results for CNC(=S)N/N=C/c1cn(CCOc2cccc(OC)c2)c2ccccc12 ?
EPAC1 antagonist: -23%; PI5P4K alpha inh: 26; Abeta rescue: -2%; PLK1 PBD block: 0%; IL2 activator: -3.3; WRN inhibitor: -1%; FUS yeast rescue: 23%; EPAC1 agonist: 13%

How did CCCS(=O)(=O)N1CCCC(C(=O)Oc2ccc(C)c(C)c2)C1 (stereo unspecified) do in these assays?
EPAC1 antagonist: -28%; PI5P4K alpha inh: 1; Abeta rescue: 7%; PLK1 PBD block: -5%; IL2 activator: 1.3; WRN inhibitor: -2%; FUS yeast rescue: 14%; EPAC1 agonist: 1%

What do the screens show for `COc1ccc(-c2nn(-c3ccccc3)cc2C(=O)NC(=S)Nc2cc(Cl)ccc2Cl)cc1`?
EPAC1 antagonist: 1%; PI5P4K alpha inh: 2; Abeta rescue: 12%; PLK1 PBD block: -19%; IL2 activator: -3.6; WRN inhibitor: 1%; FUS yeast rescue: -14%; EPAC1 agonist: 13%

Results for O=C(COc1ccc2c3c(c(=O)oc2c1)CCCC3)NCCCn1ccnc1 ?
EPAC1 antagonist: 10%; PI5P4K alpha inh: 0; Abeta rescue: 8%; PLK1 PBD block: 0%; IL2 activator: 0.0; WRN inhibitor: -4%; FUS yeast rescue: 31%; EPAC1 agonist: 12%

What do the screens show for `Cc1nc2nc(-c3ccccc3)cn2nc1C`?
EPAC1 antagonist: 1%; Abeta rescue: -22%; PLK1 PBD block: -8%; IL2 activator: 1.3; WRN inhibitor: -13%; FUS yeast rescue: -4%; EPAC1 agonist: -2%

Results for COc1ccccc1N1CC(C(=O)Nc2nnc(SCc3cccnc3)s2)CC1=O (stereo unspecified) ?
EPAC1 antagonist: -14%; PI5P4K alpha inh: 2; Abeta rescue: 10%; PLK1 PBD block: -11%; IL2 activator: -1.4; WRN inhibitor: -21%; EPAC1 agonist: 4%

How did Cc1c(NC(=O)C(C)OC(=O)c2c3c(nc4ccccc24)CCC(C)C3)c(=O)n(-c2ccccc2)n1C (stereo unspecified) do in these assays?
EPAC1 antagonist: -2%; PI5P4K alpha inh: 3; Abeta rescue: -5%; PLK1 PBD block: -4%; IL2 activator: -0.8; WRN inhibitor: 0%; FUS yeast rescue: 12%; EPAC1 agonist: 8%

Results for CC(NC(=O)C(NC(=O)C(Cc1c[nH]c2ccccc12)NC(=O)OC(C)(C)C)C(C)C)C(N)=O (stereo unspecified) ?
EPAC1 antagonist: -19%; PI5P4K alpha inh: 6; Abeta rescue: -9%; PLK1 PBD block: -8%; IL2 activator: 0.3; WRN inhibitor: -2%; FUS yeast rescue: 21%; EPAC1 agonist: 0%

How did COc1ccccc1NC(=O)COc1ccc(/C=N/NC(=O)CSCc2ccc(Cl)cc2)cc1 do in these assays?
EPAC1 antagonist: 2%; PI5P4K alpha inh: -5; Abeta rescue: 8%; PLK1 PBD block: 0%; IL2 activator: -0.3; WRN inhibitor: 6%; EPAC1 agonist: 5%

What do the screens show for `CCOc1cccc(-c2c(C(=O)N/N=C(\C)c3cccnc3)nnn2-c2nonc2N)c1`?
EPAC1 antagonist: -8%; PI5P4K alpha inh: 3; Abeta rescue: 11%; PLK1 PBD block: -2%; IL2 activator: -4.5; WRN inhibitor: -5%; FUS yeast rescue: 12%; EPAC1 agonist: 19%

How did COc1ccc(S(=O)(=O)N(C)CC(=O)N2CCN(c3ccccc3)CC2)cc1 do in these assays?
EPAC1 antagonist: -3%; PI5P4K alpha inh: 0; Abeta rescue: 0%; PLK1 PBD block: -2%; IL2 activator: 1.6; WRN inhibitor: -1%; FUS yeast rescue: -8%; EPAC1 agonist: -3%

How did COc1cc2c(cc1OC)CN(CCOc1ccc(Br)cc1)CC2 do in these assays?
EPAC1 antagonist: -3%; PI5P4K alpha inh: -8; Abeta rescue: -1%; PLK1 PBD block: -3%; IL2 activator: -0.4; WRN inhibitor: 3%; FUS yeast rescue: -26%; EPAC1 agonist: -8%

What do the screens show for `COC(=O)[C@@]1(Cc2ccc(F)cc2)[C@H]2c3cc(C(=O)N4CCCC4)n(C)c3C[C@H]2CN1C(=O)c1ccccc1`?
EPAC1 antagonist: -10%; PI5P4K alpha inh: -1; Abeta rescue: 1%; PLK1 PBD block: -14%; IL2 activator: -0.7; WRN inhibitor: -7%; FUS yeast rescue: inconclusive; EPAC1 agonist: 1%

Results for COc1ccc(-c2[nH]ncc2CN(C)C(C)c2ccon2)c(OC)c1 (stereo unspecified) ?
EPAC1 antagonist: 12%; PI5P4K alpha inh: 6; Abeta rescue: -12%; PLK1 PBD block: 2%; IL2 activator: -0.6; WRN inhibitor: -8%; FUS yeast rescue: -5%; EPAC1 agonist: 17%

At a glance, some entries already given.
What do the screens show for `Cc1nc2nc(-c3ccccc3)cn2nc1C`?
EPAC1 antagonist: 1%; Abeta rescue: -22%; PLK1 PBD block: -8%; IL2 activator: 1.3; WRN inhibitor: -13%; FUS yeast rescue: -4%; EPAC1 agonist: -2%

Results for COc1ccccc1N1CC(C(=O)Nc2nnc(SCc3cccnc3)s2)CC1=O (stereo unspecified) ?
EPAC1 antagonist: -14%; PI5P4K alpha inh: 2; Abeta rescue: 10%; PLK1 PBD block: -11%; IL2 activator: -1.4; WRN inhibitor: -21%; EPAC1 agonist: 4%

Gathered by group, the entries above containing a Cl atom
What do the screens show for `COc1ccc(-c2nn(-c3ccccc3)cc2C(=O)NC(=S)Nc2cc(Cl)ccc2Cl)cc1`?
EPAC1 antagonist: 1%; PI5P4K alpha inh: 2; Abeta rescue: 12%; PLK1 PBD block: -19%; IL2 activator: -3.6; WRN inhibitor: 1%; FUS yeast rescue: -14%; EPAC1 agonist: 13%

How did COc1ccccc1NC(=O)COc1ccc(/C=N/NC(=O)CSCc2ccc(Cl)cc2)cc1 do in these assays?
EPAC1 antagonist: 2%; PI5P4K alpha inh: -5; Abeta rescue: 8%; PLK1 PBD block: 0%; IL2 activator: -0.3; WRN inhibitor: 6%; EPAC1 agonist: 5%

Continuation.
How did O=C(NC1CC1)C1=C[C@H](C2CCCCC2)C[C@H](OCc2ccc(CO)cc2)O1 do in these assays?
EPAC1 antagonist: -15%; PI5P4K alpha inh: 1; Abeta rescue: 9%; PLK1 PBD block: -19%; IL2 activator: -0.1; WRN inhibitor: 3%; FUS yeast rescue: 26%; EPAC1 agonist: 1%

How did CN1C(=O)CCC(CCC(=O)O)(c2ccccc2O)C1=O (stereo unspecified) do in these assays?
EPAC1 antagonist: 7%; PI5P4K alpha inh: 16; Abeta rescue: -10%; PLK1 PBD block: 2%; IL2 activator: -3.5; WRN inhibitor: 0%; FUS yeast rescue: -5%; EPAC1 agonist: 10%

Results for N#Cc1ccc(C(=O)NC(=S)N2CCOCC2)cc1 ?
EPAC1 antagonist: -3%; PI5P4K alpha inh: -5; Abeta rescue: -13%; PLK1 PBD block: -20%; IL2 activator: -0.5; WRN inhibitor: -7%; FUS yeast rescue: -20%; EPAC1 agonist: 2%

What do the screens show for `COc1ccc(/C(O)=C2/C(=O)C(=O)N(Cc3cccnc3)C2c2ccco2)cc1OC` (stereo unspecified)?
EPAC1 antagonist: 3%; Abeta rescue: 17%; PLK1 PBD block: -5%; IL2 activator: 0.0; WRN inhibitor: -1%; FUS yeast rescue: 18%; EPAC1 agonist: 1%

Results for CCOC(=O)N1CCN(C(=O)CSc2nc3ccccc3c(=O)n2-c2ccccc2)CC1 ?
EPAC1 antagonist: 0%; PI5P4K alpha inh: 0; Abeta rescue: 24%; PLK1 PBD block: -5%; IL2 activator: 0.4; WRN inhibitor: -1%; FUS yeast rescue: 14%; EPAC1 agonist: 0%

What do the screens show for `Cc1ccc([N+](=O)[O-])cc1S(=O)(=O)Nc1ccc(-c2ccc(N3CCCC3)nn2)cc1`?
EPAC1 antagonist: -6%; PI5P4K alpha inh: -14; Abeta rescue: -12%; PLK1 PBD block: -16%; IL2 activator: -0.1; WRN inhibitor: -28%; FUS yeast rescue: 27%; EPAC1 agonist: 8%

Results for NC(=O)CC1C(=O)N(c2ccc(F)cc2)C(=O)N1NC(=O)CCc1ccccc1 (stereo unspecified) ?
EPAC1 antagonist: -10%; PI5P4K alpha inh: -12; Abeta rescue: -10%; PLK1 PBD block: 2%; IL2 activator: 4.7; WRN inhibitor: 7%; FUS yeast rescue: 5%; EPAC1 agonist: -6%

How did CC(C)(C)NC(=O)CSC(=Nc1ccc(F)cc1)NC#N do in these assays?
EPAC1 antagonist: 0%; PI5P4K alpha inh: 1; Abeta rescue: 11%; PLK1 PBD block: 1%; IL2 activator: -1.4; WRN inhibitor: 14%[57.1 µM]; FUS yeast rescue: 25%; EPAC1 agonist: -4%

What do the screens show for `Cc1cccc(Oc2sc(C(=O)c3ccccc3)c(N)c2C#N)c1`?
EPAC1 antagonist: -6%; PI5P4K alpha inh: -1; Abeta rescue: -12%; PLK1 PBD block: -12%; IL2 activator: -0.8; WRN inhibitor: inconclusive; FUS yeast rescue: -12%; EPAC1 agonist: 19%

Results for CC1CCN(S(=O)(=O)N2CCC(C(=O)NCCc3ccccc3)CC2)CC1 ?
EPAC1 antagonist: 23%; PI5P4K alpha inh: -2; Abeta rescue: -13%; PLK1 PBD block: -3%; IL2 activator: -1.1; WRN inhibitor: 6%; FUS yeast rescue: 13%; EPAC1 agonist: -7%

How did Cc1ccccc1NC(=O)Cn1nnc(-c2ccc(CN3CCC(C)CC3)cc2)n1 do in these assays?
EPAC1 antagonist: -24%; PI5P4K alpha inh: 1; Abeta rescue: 9%; PLK1 PBD block: -9%; IL2 activator: -0.8; WRN inhibitor: -1%; FUS yeast rescue: -26%; EPAC1 agonist: 3%

What do the screens show for `NC(=O)CC(c1ccccc1)c1ccco1` (stereo unspecified)?
EPAC1 antagonist: 0%; PI5P4K alpha inh: 2; Abeta rescue: 2%; PLK1 PBD block: -8%; IL2 activator: 0.1; WRN inhibitor: -2%; FUS yeast rescue: 2%; EPAC1 agonist: 5%

How did CC(C)Oc1cc(F)ccc1-c1cc(C(=O)NCc2cccnc2)[nH]n1 do in these assays?
EPAC1 antagonist: -10%; PI5P4K alpha inh: -2; Abeta rescue: 0%; PLK1 PBD block: -1%; IL2 activator: 0.5; WRN inhibitor: 1%; FUS yeast rescue: 5%; EPAC1 agonist: -1%
